Bioassay records from PubChem BioAssay.
Bcl-2 Bim block – inhibitors of Bim-Bcl-2 binding, primary screen, biochemical, multiplexed, human Bcl-2 family; AID 950, 2007; Bead-based flow cytometry, Bim peptide-Bcl-2 binding; actives 0.06% (n = 190,000); inhibition, % at 10 µM; in the data active = inhibition above about 40%; inconclusive = no clear call, values can overlap the other calls;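 also: 0% = no compound wells with probe peptide and 100% = reference peptide inhibitor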
ABCG2 inh – ABCG2 efflux pump inhibitors, primary screen, multiplex with ABCB1, IgMXP3 cells, flow cytometry; inhibition, % at 6.6 µM; actives 0.1% (n = 190,000); Broad substrate specificity ATP-binding cassette transporter ABCG2 (Homo sapiens), Q9UNQ0; JC-1 efflux;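 active = inhibition above 80%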;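 also: 0% = DMSO and 100% = nicardipine control wells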
Target sequence (Q9UNQ0 whole entry, looked up): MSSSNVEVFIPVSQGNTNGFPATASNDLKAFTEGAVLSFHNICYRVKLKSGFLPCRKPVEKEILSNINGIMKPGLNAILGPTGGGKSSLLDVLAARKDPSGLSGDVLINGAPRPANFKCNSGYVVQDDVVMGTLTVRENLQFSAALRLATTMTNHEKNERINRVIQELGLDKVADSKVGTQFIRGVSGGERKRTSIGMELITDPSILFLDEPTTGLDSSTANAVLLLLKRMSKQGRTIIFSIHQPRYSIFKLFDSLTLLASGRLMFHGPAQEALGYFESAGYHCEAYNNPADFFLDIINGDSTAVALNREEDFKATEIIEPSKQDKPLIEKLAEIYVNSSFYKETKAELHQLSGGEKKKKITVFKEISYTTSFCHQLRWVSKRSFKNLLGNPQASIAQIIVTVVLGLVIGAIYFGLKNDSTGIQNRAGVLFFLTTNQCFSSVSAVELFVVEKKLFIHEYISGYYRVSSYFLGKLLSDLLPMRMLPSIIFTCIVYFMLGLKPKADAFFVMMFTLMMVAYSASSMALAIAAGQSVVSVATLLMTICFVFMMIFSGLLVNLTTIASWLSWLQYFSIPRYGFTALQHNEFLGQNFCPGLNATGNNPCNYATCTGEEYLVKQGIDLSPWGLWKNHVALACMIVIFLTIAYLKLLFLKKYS
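Read-out basis: Efflux inhibition in percent versus controls | Test system: ABCG2 IgMXP3 and barcoded ABCB1 CCRF-Adr cell mix | Quantity: 3 million cells/mL in well | Schedule: 10 min at 25 °C | Control set: Nicardipine as high control, DMSO as low control | Reagent: JC-1 as fluorescent efflux pump substrate | Signal: Flow cytometry of retained JC-1 fluorescence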
Bim-Bcl-W – inhibitors of Bim binding to Bcl-W, primary screen, biochemical, multiplexed, bead-based flow cytometry; Bcl-2-like protein 2 (Homo sapiens), Q92843; Bim peptide-Bcl-W binding; inhibition, % at 10 µM; actives 0.02% (n = 190,000); AID 952, 2007;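 also: 0% = bound tracer without compound and 100% = peptide blocker; higher means less fluorescent Bim peptide bound to Bcl-W beads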
Bcl-B Bim block – inhibitors of Bim-Bcl-B binding, primary screen, biochemical, multiplexed, human Bcl-2 family | bead-based flow cytometry, Bim peptide-Bcl-B binding | inhibition, % at 10 µM | actives 0.073% (n = 190,000);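 also: 0% = tracer peptide without compound and 100% = reference inhibitor peptide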
Target sequence (Q9HD36 whole entry, looked up): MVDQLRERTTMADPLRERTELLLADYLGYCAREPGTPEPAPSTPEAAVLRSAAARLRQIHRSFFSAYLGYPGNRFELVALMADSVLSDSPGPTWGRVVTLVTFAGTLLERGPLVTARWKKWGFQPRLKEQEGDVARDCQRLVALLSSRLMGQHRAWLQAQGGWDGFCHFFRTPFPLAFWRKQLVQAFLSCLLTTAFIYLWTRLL
RGS7-Gao reg – RGS7-Galphao binding modulators, primary screen, biochemical, multiplexed bead flow cytometry; actives lie on both sides; actives 0.35% (n = 220,000); binding response (% of control), % at 10 µM; Guanine nucleotide-binding protein G(o) subunit alpha (Homo sapiens), P09471; in the data active = binding response below about 49% or above about 150%; inconclusive = no clear call, values can overlap the other calls; inactive = in between;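 also: fluorescent Galphao held in activated GDP-AlF4 state binding bead-coupled RGS7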
Bcl-XL Bim block – inhibitors of Bim-Bcl-XL binding, primary screen, biochemical, multiplexed, bead flow cytometry, human Bcl-XL; Bcl-2-like protein 1 (Homo sapiens), Q07817; Bim peptide-Bcl-XL binding, fluorescence; inhibition, % at 10 µM; actives 0.04% (n = 190,000); AID 1007, 2008
Target sequence (Q07817 whole entry, looked up): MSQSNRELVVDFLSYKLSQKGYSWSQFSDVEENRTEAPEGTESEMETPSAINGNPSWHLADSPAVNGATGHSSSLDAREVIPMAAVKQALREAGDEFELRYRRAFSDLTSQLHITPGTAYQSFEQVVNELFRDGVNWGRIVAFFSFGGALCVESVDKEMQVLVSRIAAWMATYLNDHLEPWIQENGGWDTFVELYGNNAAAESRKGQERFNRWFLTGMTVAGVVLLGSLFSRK
ABCB1 block – ABCB1 efflux pump inhibitors, primary screen, cell-based, multiplex, flow cytometry, ABCG2 counter-screen. ATP-dependent translocase ABCB1 (Homo sapiens), P08183. CCRF-Adr cells, JC-1 efflux. actives 0.067% (n = 190,000). inhibition, % at 6.6 µM. AID 1326, 2008; in the data active = inhibition above about 40%;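 also: 0% = vehicle and 100% = reference inhibitor; higher value means more JC-1 retained so stronger ABCB1 efflux block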
RGS8-Gao – RGS8-Galphao binding modulators, primary screen, biochemical, multiplexed bead flow cytometry. actives lie on both sides. response (percent of control binding), % at 10 µM. actives 0.34% (n = 220,000); in the data active = response below about 60% or above about 140%; inactive = in between;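 also: Galphao activated as the GDP aluminium fluoride complex binding bead-coupled RGS8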
RGS4-Gao reg – modulators of RGS4 binding to Galphao, primary screen, biochemical, multiplexed bead flow cytometry. actives 0.33% (n = 220,000). Guanine nucleotide-binding protein G(o) subunit alpha (Homo sapiens), P09471. binding response (% of control), % at 10 µM. actives lie on both sides. AID 1415, 2008; in the data active = binding response below about 49% or above about 150%; inactive = in between;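 also: fluorescent Galphao activated with aluminum fluoride binding bead-coupled RGS4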
GSH fluor – compound fluorescence on glutathione beads, profiling panel, artefact control, biophysical, 488/530 nm, flow cytometry; AID 1776, 2009; GSH beads flow cytometry, compound fluorescence 488/530 nm; active compounds read high; fluorescence (KMESF) at 10 µM; actives 0.25% (n = 190,000); in the data active = fluorescence above about 89;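 also: glutathione beads carrying GST-tagged Bcl family fusion proteins plus one bare bead set; values are compound well signal with DMSO vehicle wells as background; inactives centre near 16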
Bim-Bfl-1 – inhibitors of Bim binding to Bfl-1, primary screen, biochemical, multiplexed, bead-based flow cytometry; Bcl-2-related protein A1 (Homo sapiens), Q16548; Bim-Bfl-1 binding inhibition; inhibition, % at 10 µM; actives 0.12% (n = 190,000);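 also: 0% = wells without compound plus tracer and 100% = blocker peptide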
Numbers without * were called inactive; ? = inconclusive. Rule as the data show it, unless noted: active = inhibition above about 40%.

molecule	Bcl-XL Bim block	RGS8-Gao	RGS7-Gao reg	Bcl-2 Bim block	Bim-Bfl-1	ABCG2 inh	RGS4-Gao reg	GSH fluor	Bcl-B Bim block	ABCB1 block	Bim-Bcl-W
COc1ccc(CC(=O)Nc2ccc(-c3nnc(-c4ccccc4)o3)cc2)cc1	2	100	94	1	-3	-2	92	8	-1	-0.1	3
CCCCn1c(-c2ccco2)nc2ccccc2c1=O	-2	98	99	-2	2	6	99	23	-1	0.6	0
Cc1ccc(S(=O)(=O)C(C#N)c2nc3ccccc3nc2OC(C)C)cc1 (stereo not drawn)	4	101	111	-7	-10	0	103	41	-10	-0.1	0
COc1ccc(C(=O)N2CCC(N3CCN(c4ccccc4)CC3)CC2)cc1OC	-1	101	96	3	0	0	99	17	-3	0.3	3
CCOC(=O)N1CCC(Nc2ccc(N3C(=O)C4CCCCC4C3=O)cc2[N+](=O)[O-])CC1 (stereo not drawn)	-4	105	104	-3	-3	0	105	19	-6	0.6	-2
COc1ccc(OCCCC(=O)Nc2ccc3c(c2)OCO3)cc1	-6	101	102	-11	-7	10	96	23	-8	0.9	-1
Nc1ccc(Nc2ccccc2)c(Cl)c1	-5	100	95	-7	-2	-3	94	13	-14	5.1	3
CCOc1ccc(Cc2noc3c2C(=O)CCC3)cc1OCC	0	107	99	-1	4	4	102	20	7	1.1	4
CCc1ccc(C2C(C#N)=C(N)SC(N)=C2C#N)s1	-1	103	90	-1	-1	5	96	8	-2	1.1	2
CC(=O)c1cccc(NC(=O)c2ccc(N(Cc3ccc(C)cc3)S(C)(=O)=O)cc2)c1	-6	102	105	-4	-13	7	102	14	-9	0.7	3
CCOc1ccc(-c2nc(C#N)c(NCc3ccc4c(c3)OCO4)o2)cc1	-4	101	94	-8	-9	3	98	21	-7	0.4	2
COc1cc(C(=O)N/N=C/c2sc(=O)n(-c3ccccc3)c2Cl)cc(OC)c1OC	-7	102	102	1	0	4	102	10	-7	0.4	0
COCCNC(=O)CN(c1cc(Cl)ccc1OC)S(=O)(=O)c1ccc(C)c([N+](=O)[O-])c1	0	101	99	-3	0	0	99	10	-5	0.4	1
CCCc1nnc(NC(=O)CCC(=O)N2CCCCC2CC)s1 (stereo not drawn)	-6	93	88	-8	-10	2	92	16	-5	0.5	-1
Nc1nc(SCC(=O)Nc2cc(-c3ccccc3)nn2-c2ccccc2)n[nH]1	0	104	103	-8	-5	-1	104	27	-11	-0.3	-5
CC(=O)NC1=C(NC2CCS(=O)(=O)C2)C(=O)c2ccccc2C1=O (stereo not drawn)	2	105	100	6	41*	8	99	10	6	0.6	14
COc1ccc(-c2ccc(=O)n(CC(=O)NC3CCc4ccccc43)n2)cc1OC (stereo not drawn)	-4	90	81	-9	-17	0	96	20	-8	0.1	-2
COc1ccc(-c2ccccc2)cc1NCc1ccccc1C	-4	98	98	-3	0	5	99	13	-9	6.9	-3
O=S(=O)(N1CCCCCC1)N1CCN(S(=O)(=O)N2CCOCC2)CC1	-4	103	100	-2	-4	-1	103	28	-2	-0.2	-3
COC(=O)Cn1c(CN(Cc2ccccc2)Cc2ccccc2)nc2c1c(=O)[nH]c(=O)n2C	-3	97	99	0	0	3	99	16	-6	12	0
Cc1ccc(N2C(=O)c3ccccc3NC2C(C)Cc2ccc3c(c2)OCO3)cc1 (stereo not drawn)	-5	107	101	-1	2	13	102	22	-12	1.8	-3
CCc1ccc(NC(=O)CS(=O)CC(=O)NC(C)CCc2ccco2)cc1 (stereo not drawn)	-8	102	98	-10	-10	0	102	13	-11	0.0	-4
COc1ccc(OC)c(C(=O)CSc2nnc(Cc3cccs3)n2CCc2ccccc2)c1	-3	101	100	-3	0	4	98	12	-3	1.1	0
COc1cc2cc(Br)cc(Br)c2nc1C	-1	98	99	-7	-11	6	101	31	-2	0.3	2
C=CCNC(=S)N/N=C(\C)c1ccccn1	-14	108	112	-14	-18	43	111	38	-10	0.9	0

A different layout for some results above:
SMILES: COCCNC(=O)CN(c1cc(Cl)ccc1OC)S(=O)(=O)c1ccc(C)c([N+](=O)[O-])c1
- Bcl-XL Bim block: 0
- RGS8-Gao: 101
- RGS7-Gao reg: 99
- Bcl-2 Bim block: -3
- Bim-Bfl-1: 0
- ABCG2 inh: 0
- RGS4-Gao reg: 99
- GSH fluor: 10
- Bcl-B Bim block: -5
- ABCB1 block: 0.4
- Bim-Bcl-W: 1
SMILES: CCCCn1c(-c2ccco2)nc2ccccc2c1=O
- Bcl-XL Bim block: -2
- RGS8-Gao: 98
- RGS7-Gao reg: 99
- Bcl-2 Bim block: -2
- Bim-Bfl-1: 2
- ABCG2 inh: 6
- RGS4-Gao reg: 99
- GSH fluor: 23
- Bcl-B Bim block: -1
- ABCB1 block: 0.6
- Bim-Bcl-W: 0

Going on with the list.
molecule	Bcl-XL Bim block	RGS8-Gao	RGS7-Gao reg	Bcl-2 Bim block	Bim-Bfl-1	ABCG2 inh	RGS4-Gao reg	GSH fluor	Bcl-B Bim block	ABCB1 block	Bim-Bcl-W
CCN(CC)P(=O)(Nc1ccc([N+](=O)[O-])cc1)c1c(C)nn(CCC#N)c1NC(=O)c1ccc(Cl)cc1Cl (stereo not drawn)	1	101	?	0	-3	1	101	12	-2	0.4	1
Cc1[nH]c2ccc(F)cc2c1CCN(Cc1ccncc1)C(=S)Nc1ccccc1	-3	105	103	-9	-11	0	99	10	-7	0.1	-5
COc1ccc(-c2nnc(Sc3nc4ccccc4o3)c3ccccc23)cc1	-3	103	100	4	0	0	103	10	-6	-0.4	0
COCCCNCCCOc1ccc(Cl)cc1Br	0	99	102	-1	-2	3	99	22	-2	1.0	0
COCCNCc1ccc(C(C)C)cc1	-5	105	?	-4	-6	4	107	11	-3	1.5	-5
CC1CCCN(C(=O)CSc2nnc(-c3ccc(S(=O)(=O)N4CCOCC4)cc3)n2C)C1 (stereo not drawn)	-2	103	101	-2	-7	0	104	26	-5	0.1	2
CCC1(CC)NC(=O)N(CC(=O)OCC(=O)Nc2ccc(F)c(F)c2F)C1=O	-1	102	104	0	-4	4	106	17	-3	0.1	0
Cc1cc(C)c2c(N)c(C(=O)NC3CC3)sc2n1	-1	97	99	-1	-1	2	100	12	-1	0.1	-1
CC(=O)Nc1ccccc1NC(=O)C(F)(F)F	-5	102	101	-7	-19	5	100	23	-6	0.4	0
CCN(CC)S(=O)(=O)c1cccc(C(=O)N/N=C/c2ccccc2OCC(=O)O)c1	0	102	95	0	-1	-1	106	11	5	-0.1	0
CC(=O)C1=C(C)Nc2ncnn2C1c1ccc(Cl)cc1 (stereo not drawn)	-1	104	103	-9	-14	2	101	41	-10	0.8	-1
O=C(CN(Cc1ccco1)C(=O)c1ccccc1)Nc1ccc(Cl)c(Cl)c1	-6	101	99	-11	-12	20	101	11	-7	-0.5	0
CCOc1cc(NC(=O)C2CCCO2)c(OCC)cc1NC(C)=O (stereo not drawn)	4	100	97	-4	-14	10	102	32	-7	1.2	1
O=C(Nc1nc(-c2ccc(F)cc2)cs1)c1cccnc1	-6	104	98	-4	-8	3	98	10	-7	-0.1	-1
C#CCOCCOCCOCCNc1nc(N2CCN(C(=O)[C@H](Cc3cc4ccccc4[nH]3)n3cc([C@@H](N)C(C)CC)nn3)CC2)nc(N2CCN(C(=O)[C@H](Cc3cc4ccccc4[nH]3)n3cc([C@@H](N)Cc4ccc(O)cc4)nn3)CC2)n1 (stereo partly drawn)	1	102	100	0	-3	0	103	16	-12	0.7	1
CCc1cc(=O)oc2cc3oc(C)c(C)c3cc12	-3	99	100	-7	-10	5	100	55	-8	0.5	1
CCn1nnnc1SCC(=O)Nc1cccc(NC(C)=O)c1	0	94	95	-2	0	1	100	15	-3	0.2	0
Cc1cccc(N2CN=c3s/c(=C\c4ccncc4)c(=O)n3C2)c1	-3	98	101	0	-13	-13	98	21	3	-0.5	1
O=C(O)CC(Cc1ccccc1)c1ccc2c(c1)OCO2 (stereo not drawn)	-3	103	100	-2	-1	1	101	13	-5	0.3	-2
COc1ccc(/C=N/NC(=O)c2csc(-n3nc(C)cc3C(F)(F)F)n2)cc1	-19	101	96	-14	-13	10	101	33	-11	0.1	0
COc1ccc(-c2oc3ncnc(NCCN4CCOCC4)c3c2-c2ccc(OC)cc2)cc1	2	101	100	-1	-3	17	100	34	0	3.9	2
CN(CC(=O)Nc1ccc(S(=O)(=O)N2CCCC2)cc1)CC(=O)Nc1cccc(F)c1	-3	100	97	-1	-6	2	101	10	1	0.0	-2
CCOc1ccc(NS(=O)(=O)c2cc(OCC(N)=O)c(C)cc2Cl)cc1	-5	90	94	0	1	3	94	20	-4	6.8	-2
CC(=O)Nc1sc2c(c1C#N)CCC(C)C2 (stereo not drawn)	-1	100	97	0	-1	1	100	23	-2	-0.1	-1
CSc1ccc(CNc2ccc(C)cc2)cc1	-1	105	99	-3	1	0	101	16	2	0.1	0

Later entries:
molecule	Bcl-XL Bim block	RGS8-Gao	RGS7-Gao reg	Bcl-2 Bim block	Bim-Bfl-1	ABCG2 inh	RGS4-Gao reg	GSH fluor	Bcl-B Bim block	ABCB1 block	Bim-Bcl-W
Cc1ccc(S(=O)(=O)Cc2ccc(C(=O)N3CCc4ccccc4C3)o2)cc1	-5	98	89	-8	-7	2	97	27	-10	1.4	-1
Cn1sc(NC(=O)c2ccccc2)nc1=O	-2	100	98	-4	-5	4	98	27	-5	0.1	-3
CCOC(=O)c1c(NC2=NS(=O)(=O)c3ccccc32)sc2c1CCCCC2	-5	104	98	-4	-1	-2	101	13	-2	-0.4	-4
O=C(O)c1ccc(-n2c(-c3cc(-c4ccco4)[nH]n3)n[nH]c2=S)cc1	-1	99	103	-1	-1	0	102	14	-4	-0.1	-2
Cc1ccsc1C=C1C(=O)c2ccccc2C1=O	1	99	117	-1	0	1	103	22	0	0.3	5
Cc1cc(C)cc(Oc2nc(C(F)(F)F)nc3ccccc23)c1	3	103	100	-9	-13	-1	103	44	-4	-0.3	0
CCN1CCCC1CNC(=O)c1cc2c(=O)n(C)c3ccccc3c2n1C (stereo not drawn)	-4	101	94	-10	-10	-3	98	12	-8	-1.6	0
CSc1cccc(NC(=O)Cn2cccc2)c1	-2	103	106	-8	-10	1	106	31	-4	0.7	1
N#CCCN(Cc1cccnc1)C(=O)Nc1ccc(Cl)c(Cl)c1	1	103	103	0	-11	2	98	8	-4	0.2	8
COc1cccc(NC(=S)NCc2ccc3c(c2)cc(C)n3C)c1	-5	102	102	-2	3	-2	105	17	1	-0.7	-1
CC(NC(=O)c1noc2c1CCCC2)c1ccccc1 (stereo not drawn)	-4	102	100	-1	-2	0	98	23	2	0.1	0
Cc1c(C(=O)OCC(=O)N(C)c2ccccc2)cccc1[N+](=O)[O-]	2	97	96	0	-5	5	97	15	1	1.3	-1
